# LEDGF integ inh: blockers of LEDGF/p75-dependent integrase strand transfer – biochemical, TR-FRET, high throughput, primary screen; HIV-1 integrase (with human LEDGF/p75); TR-FRET IN-LEDGF/p75 DNA integration, Eu/Cy5; inhibition, % at 3.7 µM; 370,000 compounds, 0.64% hits;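 active means inhibition above the screen-wide mean plus 3 SD, cut at about 13% in these data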;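 further: signal is the Cy5 over europium emission ratio at 671 and 618 nm; 0% = plate median of compound wells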
# Tn7 DDE FP: inhibitors of Tn7 peptide binding to fibrin DD(E), primary screen, biochemical, fluorescence polarization, human fibrin, Tn7 probe | 370,000 compounds, 0.13% hits | Fibrinogen beta chain (Homo sapiens), P02675 | inhibition, % at 8.3 µM | AID 720508, 2013 | FP displacement of FITC-Tn7 peptide from fibrin DD(E); 0% = median of compound wells per plate;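 active means inhibition above the mean of compounds falling within the control limits plus 3 SD of them, cut at about 14% in these data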;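 further: 0% = plate median of compound wells and 100% = 10 µM Aha-Tn7 peptide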
#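 Assay system: Human fibrin DD(E) protein | Medium: Tris buffer with calcium and detergent, pH 7.8 | Reagent: 0.1 µM fluorescent Tn7 | Compound dosing: Single point at 8.3 µM | Times: 10 min preincubation, 3 h with tracer, room temperature | Detection: Fluorescence polarization of the labelled Tn7 tracer | Controls: Aha-Tn7 high control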
# TDP2 absorb: human TDP2 enzyme inhibitors, primary screen, biochemical, epi absorbance, recombinant enzyme; Tyrosyl-DNA phosphodiesterase 2 (Homo sapiens), O95551; T5PNP hydrolysis, p-nitrophenol absorbance 415 nm; inhibition, % at 12.8 µM; 370,000 compounds, 0.34% hits;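 active means inhibition above the mean of all tested compounds plus 3 SD, set per campaign, cut at about 25% in these data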;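 further: 0% = DMSO with enzyme and 100% = buffer with substrate but no TDP2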
#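 Incubation: 2 h at 37 °C; Test system: recombinant human TDP2; Quantity: enzyme 120 nM; Read-out basis: percent inhibition; Medium: 50 mM Tris-HCl pH 7.5 with Mg2+, KCl, DTT, BSA; Repeats: single replicate; Compound: 12.8 µM single point, 1% DMSO; Signal: epi absorbance; Reagent: 5 mM T5PNP chromogenic substrate; Benchmarks: no-enzyme high, DMSO-plus-enzyme low.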
# UHRF1 MBD2 ctr: UHRF1 methylated DNA binding inhibitors, primary screen, counter-screen for MBD2 inhibitor project, biochemical, TR-FRET, human UHRF1, single concentration; E3 ubiquitin-protein ligase UHRF1 (Homo sapiens), Q96T88; UHRF1 binding to methylated oligo; inhibition, % at 4.4 µM; 370,000 compounds, 0.75% hits; in the data active means inhibition above about 21%;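 further: UHRF1 SRA domain binding a hemimethylated CpG hairpin DNA probe; 0% = median of test compound wells and 100% = reference inhibitor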
# SIAE primary: human SIAE inhibitors, primary screen, biochemical, fluorescence polarization, FP-Rh probe, 1536-well HTS. Sialate O-acetylesterase (Homo sapiens), Q9HAT2. SIAE FP-Rh probe binding. inhibition, % at 9.66 µM. 370,000 compounds, 0.69% hits;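 active means inhibition above a cutoff: mean of compounds within the control limits plus 3 SD of those, cut at about 17% in these data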;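 further: 0% = plate median of compound wells and 100% = probe without SIAE protein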
# Target sequence (Q9HAT2 whole entry, looked up): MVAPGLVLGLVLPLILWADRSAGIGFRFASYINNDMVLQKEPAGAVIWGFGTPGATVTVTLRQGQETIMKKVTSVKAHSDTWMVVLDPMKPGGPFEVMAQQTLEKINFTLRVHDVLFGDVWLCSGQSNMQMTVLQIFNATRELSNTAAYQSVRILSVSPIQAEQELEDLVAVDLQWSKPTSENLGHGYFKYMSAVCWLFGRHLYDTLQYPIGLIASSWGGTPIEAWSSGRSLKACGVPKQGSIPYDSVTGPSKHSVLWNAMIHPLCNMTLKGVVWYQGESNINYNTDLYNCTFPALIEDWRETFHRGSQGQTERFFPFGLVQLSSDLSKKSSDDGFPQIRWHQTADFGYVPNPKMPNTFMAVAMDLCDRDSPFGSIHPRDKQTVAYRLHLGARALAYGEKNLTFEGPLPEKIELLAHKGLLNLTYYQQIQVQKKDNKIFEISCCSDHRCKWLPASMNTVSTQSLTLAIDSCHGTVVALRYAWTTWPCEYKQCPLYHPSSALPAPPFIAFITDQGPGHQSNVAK
# PG9 binder: binders of HIV-1 gp120 antibody PG9, primary screen, biochemical, TR-FRET. TR-FRET gp120-PG9 antibody binding. 360,000 compounds, 0.43% hits. HIV-1 gp120 / PG9 antibody interaction. inhibition, % at 6.7 µM; in the data active means inhibition above about 8.5%
# TCR CD3 inh: inhibitors of human TCR-CD3 interaction, primary screen, biochemical, fluorescence, TAMRA-labeled TCR probe; T-cell receptor (TCR); inhibition, % at 9.4 µM; 360,000 compounds, 0.37% hits; AID 651800, 2012; in the data active means inhibition above about 19%;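 further: recombinant mutant TCR 2C K166C tagged with TAMRA read by polarization; 0% = receptor in buffer alone and 100% = receptor with positive control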
# PRMT1 FP inh: PRMT1 methyltransferase inhibitors, primary screen, biochemical, fluorescence polarization. recombinant PRMT1, activity-based probe fluorescence polarization. 370,000 compounds, 1.3% hits. Protein arginine N-methyltransferase 1 (Homo sapiens), Q99873. inhibition, % at 2.79 µM;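 active means inhibition above about 21% made by adding two undisclosed values, limit read from the data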
# mABHD4 FP: ABHD4 inhibitors, primary screen, biochemical, fluorescence polarization, mouse; (Lyso)-N-acylphosphatidylethanolamine lipase (Mus musculus), Q8VD66; purified mABHD4, FP-Rh probe fluorescence polarization; inhibition, % at 8.92 µM; 370,000 compounds, 0.54% hits; AID 720543, 2013;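 active means inhibition exceeding the mean over every tested compound plus 3 SD, cut at about 30% in these data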;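 further: 0% = plate median of compound wells and 100% = S159A mutant with DMSO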
# Target sequence (Q8VD66 whole entry, looked up): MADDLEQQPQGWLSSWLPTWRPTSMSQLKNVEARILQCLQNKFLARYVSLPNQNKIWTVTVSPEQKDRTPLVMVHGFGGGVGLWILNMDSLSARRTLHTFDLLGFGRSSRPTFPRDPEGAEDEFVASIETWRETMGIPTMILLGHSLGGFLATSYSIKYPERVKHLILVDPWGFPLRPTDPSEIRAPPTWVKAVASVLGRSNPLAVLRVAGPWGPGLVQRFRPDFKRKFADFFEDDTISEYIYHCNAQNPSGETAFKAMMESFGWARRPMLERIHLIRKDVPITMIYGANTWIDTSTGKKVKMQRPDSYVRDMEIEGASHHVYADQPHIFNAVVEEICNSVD
#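 Assay system: mouse ABHD4 enzyme, wild type / Also added: fluorescent activity-based probe FP-Rh / Doses: single nominal dose of 8.92 µM, 0.89% DMSO final / Timing: 45 min compound pre-incubation plus 60 min probe step, 25 °C / Signal: FP readout, ex 525 nm / em 598 nm / Control set: S159A mutant/DMSO as 100%, compound-well median as 0%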
# HTRA1 inhibitor: HTRA1 serine protease inhibitors, primary screen, biochemical, fluorescence polarization, HTS; recombinant HTRA1, FP-rhodamine activity-based probe; inhibition, % at 5.96 µM; 340,000 compounds, 0.5% hits; in the data active means inhibition above about 36%;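 further: 0% = enzyme with DMSO and 100% = wells lacking enzyme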
# Numbers without * were called inactive; . = not tested or not shown.
SMILES,LEDGF integ inh,Tn7 DDE FP,TDP2 absorb,UHRF1 MBD2 ctr,SIAE primary,PG9 binder,TCR CD3 inh,PRMT1 FP inh,mABHD4 FP,HTRA1 inhibitor
CC(=O)OCC1(C)CN(c2ccccc2)N(C(=O)c2ccc(C(C)(C)C)cc2)C1=O (centres undefined),1,8,-4,-1,4,-1.5,10,-1,3,-4
OC(COc1ccccc1)CN1CCN(c2cccc(Cl)c2)CC1 (centres undefined),2,3,-1,1,10,-0.9,2,-3,-2,4
COC(=O)c1[nH]c2ccccc2c1NC(=O)CN1CCN(C(=O)c2ccco2)CC1,0,-2,3,-1,-1,1.0,4,-2,8,5
CCOC(=O)c1c([N+](=O)[O-])c(C)[nH]c(=O)c1C#N,1,-4,-9,1,2,-2.6,-1,-2,-6,-4
COc1ccc(CCNC(=O)C2CCN(S(=O)(=O)c3ccc(SC)cc3)CC2)cc1,-2,9,4,1,0,-0.8,1,-2,-1,8
CC1CCCC(NC(=S)NC(=O)c2cncc(Br)c2)C1C (centres undefined),0,-1,7,-2,-2,-1.3,-3,-1,-2,-1
COCCn1c(-c2cccc(Br)c2)nc2c(c(=O)c3ccccc3n2C)c1=O,2,4,-1,-1,-3,-2.5,0,0,-9,6
Cc1ccc(Cl)cc1NC(=S)N(CCN(C)C)Cc1cccs1,-1,-1,8,2,-2,0.0,-3,-2,-4,-4
C=CCn1c(SCC(=O)c2c(N)n(C)c(=O)n(C)c2=O)nnc1-c1ccncc1,0,3,11,-1,2,1.8,-1,2,4,0
CCOc1cc(CN2CCCC(C(=O)c3cccc(C(F)(F)F)c3)C2)ccc1O (centres undefined),1,7,0,2,-1,-0.8,3,-7,3,-5
O[C@@H]1[C@@H](O)C=C2CCN3Cc4cc5c(cc4[C@H]1C23)OCO5 (some centres undefined),-3,-14,-2,0,3,0.8,3,-3,-2,3
O=C(N/N=C/c1cc(Br)cc(Cl)c1O)c1ccc2c(c1)OCO2,5,3,-12,-4,-1,-1.6,38*,-4,6,42*
O=C(O)C(=O)/C(=C\c1cccc2ccccc12)c1ccc2ccccc2n1,1,6,-2,0,-13,-0.9,3,0,5,0
CCCNC(=O)Cn1nc([N+](=O)[O-])c([N+](=O)[O-])c1C,4,-4,-2,-2,-3,-0.8,-1,-3,0,2
Cc1nn(CC(=O)Nc2ccc(S(N)(=O)=O)cc2)c(=O)c2ccccc12,-5,-2,4,-2,0,-2.2,2,-5,-3,-3
O=C(COC(=O)CCc1ccc(S(=O)(=O)N2CCOCC2)cc1)NCc1ccc(Cl)cc1,-1,-1,5,2,4,0.6,5,1,1,-1
CCCc1nc(N2CCN(C)CC2)c2sc(=S)n(-c3ccccc3)c2n1,3,3,3,1,-6,0.2,5,-4,-6,-12
O=C1CCC(=O)N1CCCCCc1nc(-c2ccccc2)no1,0,1,13,-2,3,0.6,-1,3,10,-15
c1ccc(N2[C@@H]3c4ccccc4C[C@H]2c2ccccc23)cc1,-7,-1,2,2,-3,1.2,-7,5,4,.
CN(C(=O)c1ccccc1C(=O)OCC(=O)Nc1ccccc1)c1ccccc1,-1,-3,-4,-1,2,0.8,-1,0,7,3
O=C(N[C@H](Cc1ccccc1)C(=O)N1CCN(C(=O)N2CCOCC2)CC1)[C@H]1O[C@@H](n2ccc(=O)[nH]c2=O)[C@H](O)[C@@H]1O,-4,-4,-11,-1,-6,-1.9,4,0,3,.
Cc1cccc(C)c1-n1nnnc1C1(Nc2ccccc2)CCCCC1,0,1,-1,3,4,-1.9,5,-2,-3,-74
CCOC(=O)c1c(C)cc2c(CO)n[nH]c(=O)c2c1C,0,-3,-7,0,-1,-2.0,1,2,-4,6
CCCn1c(=O)c(C(=O)Nc2c(C)n(C)n(-c3ccccc3)c2=O)c(O)c2ccccc21,-1,3,-6,8,9,1.9,-9,8,-16,17
COc1cccc(C(=O)COC(=O)COc2c(C)cc(C)cc2C)c1,4,9,-5,-4,17,-1.1,-1,-1,-5,-4
Clc1ccc(-c2nnc3n2CCCCS3)cc1,-2,0,-8,0,-5,-4.6,2,-2,5,8
O=C(CN1CCOc2ccccc21)N1CCCC1,-1,5,1,0,-2,-1.0,6,-4,6,9
CCOC(=O)C1(Cc2ccccc2Cl)CCN(S(C)(=O)=O)CC1,3,-7,4,0,2,0.7,4,-3,-2,7
O=C(CS(=O)(=O)c1ccccc1)Nc1ccc(S(=O)(=O)Nc2ccccn2)cc1,-1,7,-5,4,-3,1.2,5,6,-4,4
CCOC(=O)C1(C)CCN1C(=O)c1cc(F)ccc1C (centres undefined),-3,-3,15,1,2,-0.2,-8,-1,1,.
COCc1cc(C)nc(OCC(=O)N/N=C/c2ccc(-c3cccc([N+](=O)[O-])c3)o2)c1C#N,2,-1,8,7,-3,-0.3,-1,-1,1,.
CCN1C(=O)[C@H]2[C@@H](c3ccc(C)cc3)N3C(=O)N(c4cccc(Br)c4)C(=O)[C@@]3(Cc3ccccc3)[C@H]2C1=O,2,0,2,-3,-1,-2.9,-5,-1,-6,-33
Cc1noc(C)c1S(=O)(=O)N1CCCC(C(=O)NC2CCCCC2)C1 (centres undefined),2,1,-19,6,2,-0.1,-4,-3,1,3
O=C(O)CNC(=O)CC1S/C(=N/N=C2\CSC(=O)N2)NC1=O (centres undefined),1,8,-5,-3,3,-3.6,0,38*,4,3
CN1CCN(c2ccc(NC(=O)c3ccc(C#N)cc3F)cc2Cl)CC1,9,-2,-9,2,-4,1.0,-4,-6,-6,1
Cc1ccccc1NC(=O)NCCCN1CCN(c2ccccc2)CC1,-1,3,0,-2,-2,0.0,4,-6,6,6
COc1ccc(OCC(=O)Nc2nonc2NC(=O)COc2ccc(OC)cc2)cc1,-2,0,14,1,1,0.0,-1,2,-5,-4
COc1ccc(NC(=O)Cn2c(=O)n(CC(=O)NCc3ccco3)c(=O)c3ccccc32)cc1OC,3,-2,-2,0,1,0.3,6,0,6,5
C=CCNC(=O)CC1Nc2c3ccccc3nc(=S)n2C1=O (centres undefined),-8,-2,-9,3,-1,-0.2,4,5,0,-1
Cc1cc(C)cc(NS(=O)(=O)Cc2ccccc2)c1,-5,2,-4,0,-6,-1.5,-4,2,-8,-13
CC(C)n1nc(C(=O)Nc2ccc(-n3cnnn3)cc2)c2ccccc2c1=O,-4,1,9,-2,-3,1.4,-5,8,4,4
COC(=O)C(Cc1ccccc1)NC(=O)c1cccc(S(=O)(=O)N(C)C)c1 (centres undefined),-4,8,10,-1,-1,-4.9,-3,0,-3,5
CCN(CC)C(=O)Cn1cc(C(=O)C(=O)NCc2ccco2)c2ccccc21,-5,0,5,0,-1,0.2,4,1,-4,-4
C#CCNC(=O)C[C@@H]1C[C@@]2(C(=O)OCC)CCCC=C2N(CCC2=CCCCC2)C1=O,-2,-7,8,-3,11,0.0,4,-5,2,.
CCOC(=O)C1(Cc2ccccc2C)CCCN(C(=O)c2ccnn2C)C1 (centres undefined),1,3,1,6,-8,0.0,0,7,-18,-4
COC(=O)c1sc(=S)sc1C(=O)OC,-1,3,10,-11,0,-0.4,4,9,-7,-5
COc1ccc(-c2cc(C(=O)N3CCN(c4ccccc4F)CC3)c3ccccc3n2)c(OC)c1,1,1,-7,2,-4,-1.5,2,-1,-11,-47
Cc1occc1-c1nnc(SCC(=O)NCC2CCCO2)n1C (centres undefined),-1,-2,13,16,2,-1.0,6,0,1,4
CCCC(C)c1nnc(NC(=O)CS(=O)(=O)Cc2ccccc2)s1 (centres undefined),-3,5,10,-2,-3,-0.4,6,4,1,0
CCN(c1cccc(C)c1)S(=O)(=O)c1cc2c3c(c1)CCC(=O)N3CCC2,4,1,-14,-3,2,-1.6,-3,-4,-3,-6

# Just SIAE primary (3 entries from above):
canonical_smiles	SIAE primary
CC(C)n1nc(C(=O)Nc2ccc(-n3cnnn3)cc2)c2ccccc2c1=O	-3
COC(=O)c1sc(=S)sc1C(=O)OC	0
Cc1occc1-c1nnc(SCC(=O)NCC2CCCO2)n1C (centres undefined)	2

# Following part.
SMILES,LEDGF integ inh,Tn7 DDE FP,TDP2 absorb,UHRF1 MBD2 ctr,SIAE primary,PG9 binder,TCR CD3 inh,PRMT1 FP inh,mABHD4 FP,HTRA1 inhibitor
Cc1ccc(C(=O)Nc2nnc(-c3ccc(C(C)(C)C)cc3)s2)cc1,2,0,8,8,-1,-1.1,4,-2,-4,-7
O=C(Nc1ccccc1Cl)c1cc(S(=O)(=O)N2CCC3(CC2)OCCO3)ccc1F,3,6,-2,2,0,1.3,-4,0,-7,-5
COCCCNc1nc2c(c(=O)n(C)c(=O)n2C)n1Cc1cccc(OC)c1,5,7,4,-1,3,1.0,0,-1,7,1
O=C(O/N=C1\CCS(=O)(=O)c2sccc21)c1ccc(F)cc1,-4,1,9,2,5,0.4,0,4,-1,-2
Cc1cc(C(=O)Nc2ccccn2)cs1,1,3,1,2,0,0.1,2,0,0,-3
Cc1cccc(NC(=O)CCc2ccc(C)o2)c1,0,9,0,-2,5,-3.7,-3,10,-5,-17
O=C(N/N=C/c1ccccc1O)C1CC(=O)N(c2ccc(F)cc2)C1 (centres undefined),-4,-7,-15,0,-5,-1.5,-1,-1,-2,-4
CCOC(=O)c1[nH]cnc1C(=O)Nc1cccc(Cl)c1,1,6,15,-1,2,-0.7,0,-3,-3,5
C=C(C)Cn1c2ccc(NC(=O)NCc3ccc(F)cc3)cc2c(=O)n1C,0,-2,8,-4,10,1.5,0,2,-1,.
CNC(=O)COC(=O)/C=C/c1ccco1,1,-9,22,-2,6,0.7,-4,-4,4,2
